# Compound activity from PubChem.
# p53 reactivator = mutant p53 re-activation in reporter cells. 320,000 tested, 0.063% active. AID 504706. Potency, µM (doses to about 92.2 µM), inactives show top-dose activity change, positive = activation, usual class: activators. H1299 p53-A138V BP100-luciferase reporter, luminescence, 24 h; note: potency is the fitted concentration of half-maximal effect; % of control where 0% means no effect; nearly all actives have a fitted effect of over 45% in size
#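 p53-null H1299 cells stably carrying temperature-sensitive p53-A138V and a BP100-luciferase reporter were pinned with compounds (4-point, 1:5 series) and held 24 hrs at 37 deg C. Luminescence was read 10 min after detection reagent.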
# PKM2 act = activators of human pyruvate kinase M2. 260,000 tested, 0.34% active. purified PKM2, Kinase-Glo ATP luminescence, activation; response scale: 0% is enzyme alone, no compound. AID 1631. Potency, µM (titrated, usually from 57.5 µM), inactives show top-dose activation, actives largely listed as activators; note: potency is the fitted concentration of half-maximal effect; % is set by controls: 0 for no effect and ±100 for the full control effect; nearly all actives have a fitted effect of over 55% in size
#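 Purified hPK-M2 (>95%) run at intermediate activity with 0.1 mM ADP and 0.5 mM PEP in 50 mM imidazole pH 7.2, KCl, MgCl2; 1 h room temperature. ATP formed read by Kinase-Glo luminescence; normalized to uninhibited and no-enzyme controls.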
# NPC1 prom act = activates the NPC1 promoter. Huh7 NPC1 promoter luciferase reporter, 24 h. 320,000 tested, 2.4% active. Potency, µM (doses to about 9.22 µM), for inactives: top-dose activation, usual class: activators;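 note: potency is the fitted concentration of half-maximal effect; % of control where 0% means no effect; nearly all actives have a fitted effect of over 60% in size; reporter is driven by a mutant NPC1 promoter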
#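 Huh7 cells stably carrying NPC1 promoter–luciferase, plated in Opti-MEM with 10% FBS for 2 h, were exposed to compound in DMSO for 24 h at 37 °C; luciferase reagent was added for 10 min and luminescence read.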
# Rab9 prom act = activates the Rab9 promoter | Huh7 Rab9 promoter-luciferase reporter, luminescence, 24 h | Potency, µM (series often up to 9.22 µM), for the others: at the top dose activation, negative = inhibition, most hits filed as activators | 320,000 tested, 2.8% active | AID 485297; note: potency is the fitted concentration of half-maximal effect; % of control where 0% means no effect; nearly all actives have a fitted effect of over 60% in size
#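 Steps: seed 1500 Huh7 Rab9-luc cells per well, rest 2 h at 37 °C; add compound in DMSO; incubate 24 h; add luciferase reagent, 10 min ambient; read luminescence.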
# Giardia killer = Giardia lamblia killing; Giardia lamblia trophozoite viability; activity change, % at 7.66 µM, hits read low; 340,000 tested, 0.15% active; AID 540267; in the data active = activity change below about -80%; inconclusive = between about -30% and that limit;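 note: parasites exposed to compound for two days anaerobically before the ATP read; % is set by controls: 0 for no effect and ±100 for the full control effect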
#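 Trophozoites 100 cells/well + cpd; 48 hrs, 37 deg C, anaerobic. ATPLite 1-Step added, 15-30 min RT, luminescence read (ATP-based viability).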
# ELG1 genotoxic = genotoxicity induction in ELG1-luciferase HEK293T cells | HEK293T ELG1-luciferase reporter, luminescence, 16 h | Potency, µM (titrated, usually from 46 µM), inactives show at the highest dose activity change, positive = activation, actives largely listed as activators | 330,000 tested, 1.3% active; note: potency is the fitted concentration of half-maximal effect; % of control where 0% means no effect; nearly all actives have a fitted effect of over 60% in size
#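 Reporter readout depends on ELG1 protein level, which increases with genetic stress. After 16 hr compound exposure at 37 °C, luciferase activity was quantified using ONE-Glo.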
# BRCA1 expr up = BRCA1 expression activation; MCF7-BRCA1-FFLuc reporter, luminescence, 48 h; response scale: scaled: vehicle 0%, 10 µM genistein 100%; Potency, µM (highest dose often 46.1 µM), for inactives: at the highest dose activation, most hits filed as activators; 380,000 tested, 1.1% active; AID 624202; note: potency is the fitted concentration of half-maximal effect; nearly all actives have a fitted effect of over 80% in size; some results filed as inactive show a strong effect at the top dose
#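 48 h compound treatment of MCF7-BRCA1-FFLuc cells (phenol-red free MEM, 37 °C), then 15 min with luciferase substrate and luminescence imaging.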
# RORgamma inh = ROR gamma (mouse) transcription inhibition; P51450; Drosophila S2 Gal4-RORgamma UAS-luciferase reporter, 20 h; Potency, µM (top dose mostly 53.6 µM), for inactives: at the top dose activity change, negative = inhibition, most hits filed as inhibitors; 310,000 tested, 5.4% active; AID 2551; note: potency is the fitted concentration of half-maximal effect; % is set by controls: 0 for no effect and ±100 for the full control effect; nearly all actives have a fitted effect of over 60% in size
# Target sequence (P51450 whole entry, looked up, the tested form may be a part): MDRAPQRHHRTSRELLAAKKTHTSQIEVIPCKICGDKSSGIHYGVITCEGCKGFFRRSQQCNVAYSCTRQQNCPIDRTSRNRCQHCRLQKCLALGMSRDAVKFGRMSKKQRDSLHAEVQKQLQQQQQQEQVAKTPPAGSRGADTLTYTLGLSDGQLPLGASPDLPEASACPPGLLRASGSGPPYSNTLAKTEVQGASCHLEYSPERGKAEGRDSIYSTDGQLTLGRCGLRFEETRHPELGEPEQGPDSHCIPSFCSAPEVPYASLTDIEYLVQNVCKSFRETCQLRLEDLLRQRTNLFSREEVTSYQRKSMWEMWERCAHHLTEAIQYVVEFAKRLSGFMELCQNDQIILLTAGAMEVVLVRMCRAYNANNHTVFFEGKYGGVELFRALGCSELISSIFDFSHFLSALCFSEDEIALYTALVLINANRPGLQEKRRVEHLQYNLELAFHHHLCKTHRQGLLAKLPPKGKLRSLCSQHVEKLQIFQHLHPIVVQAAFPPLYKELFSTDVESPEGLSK
#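 Luciferase reporter read in Schneider cells carrying Gal4-RORγ (mouse) and UAS-Photinus luciferase; cells given compound 1 h before 700 uM copper sulfate induction, then incubated 20 h at ambient temperature.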
# FLuc counter = inhibits or activates purified firefly luciferase, miR-21 counter-screen. purified FLuc, Km substrates, luminescence inhibition. Potency, µM (highest dose often 57.5 µM), inactives show at the top dose activity change, negative = inhibition, usual class: inhibitors. 360,000 tested, 6.9% active;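 note: potency is the fitted concentration of half-maximal effect; plate controls were vehicle for no effect and reference inhibitor for full effect; nearly all actives have a fitted effect of over 55% in size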
# Target sequence (P08659 whole entry, looked up): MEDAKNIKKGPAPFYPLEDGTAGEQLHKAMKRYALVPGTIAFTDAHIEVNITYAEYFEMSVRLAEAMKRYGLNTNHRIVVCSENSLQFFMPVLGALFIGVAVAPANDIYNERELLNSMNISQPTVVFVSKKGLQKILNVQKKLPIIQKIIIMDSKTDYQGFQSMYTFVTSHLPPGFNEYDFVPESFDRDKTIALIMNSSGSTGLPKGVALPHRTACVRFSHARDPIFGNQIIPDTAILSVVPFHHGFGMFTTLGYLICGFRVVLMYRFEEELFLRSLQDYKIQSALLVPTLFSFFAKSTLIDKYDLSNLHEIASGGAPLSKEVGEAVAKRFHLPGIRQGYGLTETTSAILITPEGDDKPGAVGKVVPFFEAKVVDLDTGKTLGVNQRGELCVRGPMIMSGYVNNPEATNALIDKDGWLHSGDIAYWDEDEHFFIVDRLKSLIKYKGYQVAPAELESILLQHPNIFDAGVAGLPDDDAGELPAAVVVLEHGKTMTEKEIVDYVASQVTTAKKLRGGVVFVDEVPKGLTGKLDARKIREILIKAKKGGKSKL
#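 Purified P. pyralis luciferase, 10 nM final, with Km-level 10 uM D-luciferin and 10 uM ATP in 50 mM Tris acetate pH 7.5, 10 mM Mg acetate, 0.01% Tween-20, 0.05% BSA; 6-point qHTS titration about 60 µM downward; luminescence read.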
# Gal4-VP16 FLuc = counter-screen for ROR gamma inhibitors: Gal4-VP16 reporter; AID 2546; Drosophila S2 Gal4-VP16 UAS-luciferase, luminescence, 20 h; Potency, µM (highest dose often 53.6 µM), without a hit: at the top dose activity, negative = inhibition, actives largely listed as inhibitors; 310,000 tested, 3.5% active;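 note: Gal4-VP16 expression switched on by copper sulfate through the metallothionein promoter; potency is the fitted concentration of half-maximal effect; % is set by controls: 0 for no effect and ±100 for the full control effect; nearly all actives have a fitted effect of over 50% in size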
# Menin-MLL TR inh = menin-MLL binding inhibition, Texas Red mutant peptide | Menin + Texas Red MLL mutant peptide, fluorescence polarization | Potency, µM (top dose mostly 61.6 µM), without a hit: top-dose FP activity change, negative = inhibition, usual class: inhibitors | 270,000 tested, 0.23% active | AID 1768; active = well fitted inhibition curve with a large enough effect in the polarisation, with a control signal flat, not every such curve was filed as active; inconclusive = small, poorly fitted or top-dose-only effect, or effect the other way, or a change in a side signal; inactive = no such curve, though single readings can be large or run the other way; the % refers to the polarisation; note: potency is the fitted concentration of half-maximal effect; % of control where 0% means no effect; many of its hits are not listed in these tables
# Starred values were filed as active, the others as inactive; ? = inconclusive; · = no result given; & = joins results of further samples; [ ] = remark or other dose. Unless noted, calls come from the whole dose curve; as a rule, active = well fitted curve in the direction sought with a large enough effect; inconclusive = small, poorly fitted or top-dose-only effect, or another doubt; inactive = no such curve, though single readings can be large; an effect the other way counts as inactive or inconclusive.
SMILES,p53 reactivator,PKM2 act,NPC1 prom act,Rab9 prom act,Giardia killer,ELG1 genotoxic,BRCA1 expr up,RORgamma inh,FLuc counter,Gal4-VP16 FLuc,Menin-MLL TR inh
COCCCN1C(=O)C(=O)/C(=C(/O)c2ccc(OC(C)C)cc2)C1c1cccnc1 (stereo not drawn),-21%,-6%,1%,-5%,24,-1%,6%,-4%,2%,4%,0%
COc1ccccc1CN(C)C(=O)C(NC(=O)Cc1cccc2ccccc12)C(C)C (stereo not drawn),-2%,4%,-1%,-1%,-2,-13%,-35%,-3%,-2%,2%,-13%
COC(=O)c1sc(S(=O)(=O)NC(Cc2ccccc2)C(=O)O)c(C(=O)OC)c1C (stereo not drawn),11%,·,-3%,-5%,-6,2%,-7%,·,6%,·,·
COc1ccc(-n2c(C)cc(-c3cn4cccc(C)c4n3)c2C)cc1,-2%,2%,1%,2%,-5,-5%,-52%,12%,?,1%,7%
C#CCSc1nccc(-c2nn(-c3ccc(C)cc3)ccc2=O)n1,-5%,-9%,0%,1%,2,-5%,-48%,34%,-4%,-8%,·
CSc1nc(C)c2c(n1)N(c1cccc(C)c1)CC2,10%,0%,2%,3%,21,1%,15%,?,?,-14%,2%
NCC(=O)NCC(=O)OCc1ccccc1,1%,2%,-3%,14%,8,0%,-6%,-33%,2%,7%,0%
COc1cccc(/C=N/Nc2nnc(C)n2N)c1OCc1ccccc1Cl,-41%[inhibitor],-16%,4%,0%,9,1%,-4%,-28%,-7%,-12%,-5%
CC1CCCCN1CCNC(=O)c1ccc2c(=O)n(Cc3ccc(Cl)cc3)c(=S)[nH]c2c1 (stereo not drawn),-14%,·,-17%,-2%,13,2%,-43%,11µM*,3%,?,·
C=CCn1c(CC(=O)OC)csc1=Nc1ccc(C(C)=O)cc1,?,1%,?,-6%,16,7%,82%,31%,?,3%,10%
Nc1nc(CCl)nc(N(c2ccccc2)c2ccccc2)n1,-14%,-8%,-44%[inhibitor],-58%[inhibitor],6,-9%,-68%,-11%,1%,-9%,·
Cc1ccc(NC(=O)CCN2CCC(C)CC2)cc1,?,0%,1%,0%,6,4%,-3%,-9%,0%,0%,-15%
N#CC1=C(N)n2c(s/c(=C\c3cccs3)c2=O)=C(C#N)C1c1cccs1 (stereo not drawn),1%,0%,-3%,12%,20,-1%,-52%,-20%,2%,-23%,?
O=C(NC1CC1)c1ccc2c(c1)N(Cc1ccccc1)CCS2,-6%,·,1%,0%,-15,-7%,14%,-1%,-19%,-6%,·
O=C(Nc1cc(C(F)(F)F)ccc1-n1cncn1)c1ccc(Cl)cc1,-1%,-1%,28%,-9%,-6,0%,1%,0%,2%,-6%,0%
Cc1ccc2nc(CCc3ccc(N)cc3)[nH]c2c1,·,6%,2.8µM*,3.2µM*,-14,?,73%,25%[1.91 µM],15µM*,?,?
COc1cc(N/C(N)=N/c2nc(C)cc(C)n2)cc(OC)c1,24%,0%,-2%,-9%,-17,-9%,-47%,7%,-5%,-12%,-15%
Cc1ccc(-c2ccc(/C=N/NC(=O)c3ccccc3O)o2)cc1,2%,-10%,10%,13%,·,-8%,·,0.71µM*,?,0.16µM*,·
Cc1ccc(N/N=C(\C#N)C(=N)N2CCCCC2)cc1,13%,2%,0.45µM*,0.5µM*,12,?,?,-41%,5.4µM*,?,·
C(=N\N1CCN(c2ccccn2)CC1)/c1ccccn1,9%,-1%,22%,?,7,?,11µM*,-43%,17µM*,-7%,·
S=C(Nc1cccc(Cl)c1)N1CCN(Cc2ccccc2)CC1,26%,5%,-6%,-11%,0,-4%,20%,10µM*,4%,?,0%
C=CCn1c(SCC(=O)NC2CCCCC2)nnc1-c1sc(N)nc1C,2%,-11%,0%,-1%,-12,1%,0%,-1%,2%,1%,0%
CCn1c(SCC(=O)N2CCOCC2)nc(O)cc1=O,0%,3%,-1%,4%,3,1%,40%,-1%,1%,3%,-11%
O=C(Cn1c(=O)n(Cc2ccco2)c(=O)c2cc(Cl)ccc21)NCC1CCCO1 (stereo not drawn),2%,12%,-3%,0%,12,2%,-10%,30%,0%,10%,-3%
Cc1cc(C)c2c(CN3CCN(Cc4ccccc4)CC3)cc(=O)oc2c1,0%,·,3%,-4%,13,-5%,-34%,4%,7%,4%,?
O=S(=O)(c1ccc(NC(=S)NC2CC2)cc1)N1CCOCC1,-1%,-4%,-1%,2%,-10,1%,0%,14%,-1%,8%,6%
CCOc1ccc(CCNC(=O)C2CCN(c3nnc(-n4cccc4)s3)CC2)cc1,-1%,-11%,5%,-1%,4,0%,7%,-6%,-9%,-8%,7%
CN1CCN(c2ncc(CN3C(=O)c4ccccc4C3=O)s2)CC1,1%,3%,0%,-2%,20,3%,-1%,-23%,2%,-12%,-8%
CC(=O)NC1(c2nnnn2CCOC(=O)Nc2ccc(Cl)cc2)CCCC1,1%,4%,7%,4%,-5,-24%,11%,?,2%,14%,33%[activator]
CCOC(=O)C(C)n1nc(-c2ccccc2)c2ccccc2c1=O (stereo not drawn),-3%,0%,-6%,1%,-27,-14%,-23%,13%,-7%,11%,-17%
COc1cc(-c2nc(-c3ccc(C)nc3OC)no2)cc(OC)c1OC,-5%,0%,-2%,13%,·,-1%,·,-9%,-1%,-4%,-26%
N#CC1=C(N)Oc2cc(N)ccc2C1C1CCCCC1 (stereo not drawn),-11%,11%,-29%,-20%,3,-3%,-68%,-15%,1%,-8%,12%
CCCC(c1nnnn1C(C)(C)C)N1CCN(c2ccccc2)CC1 (stereo not drawn),0%,2%,-2%,0%,-9,-2%,-22%,20%,4%,-9%,1%
CC(C)(C#N)C(C)(C)c1nn[nH]n1,3%,0%,-1%,10%,-6,2%,7%,-27%,1%,0%,6%
CCOc1ccc(CCNC(=O)CS(=O)Cc2nc(-c3ccc(C)cc3)oc2C)cc1 (stereo not drawn),-1%,·,2%,-4%,12,-10%,-2%,0%,-9%,0%,·
O=C(Nc1ccc(-c2nc3ccccc3o2)c(O)c1)c1cc(-n2cnnc2)ccc1Cl,-9%,10%,-8%,-5%,-6,?,-38%,8.9µM*,-15%,?,?
Cc1cc(C)cc(NC(=O)c2ccc(NC(=O)c3ccco3)cc2)c1,-1%,0%,-7%,4%,-15,-16%,5%,17%,-15%,14%,?
O=c1c2c3nc4ccccc4nc3n(/N=C/c3ccccn3)c2ncn1-c1ccccc1,-1%,0%,-14%,-5%,5,0%,-47%,2%,-6%,-7%,·
CCOc1ccc(CCNC(=O)COC(=O)c2nc3nc(C)cc(C)n3n2)cc1OCC,3%,-6%,0%,-8%,-8,-1%,-6%,6%,-4%,?,?
C/C(=N/Nc1nc(-c2ccccc2)cc(-c2ccccc2)n1)c1ccc(N)cc1,32µM*,0%,0%,-9%,·,-4%,·,10µM*,5.4µM*,?,20%
Cc1cc(C)nc(SCC(=O)N/N=C/c2cccnc2)n1,3%,-2%,-5%,-3%,10,-5%,-11%,-4%,3%,-11%,·
CCn1c2ccc(F)cc2c2nnc(SCCN3CCCCC3)nc21,-2%,·,0%,0%,-23&-18,2%,-35%&-30%,1%,-1%&3%,1%,-20%
COc1cccc(C(=O)Nc2c3c(nn2-c2ccc(Cl)cc2)CS(=O)(=O)C3)c1OC,8%,4%[0.46 µM],-3%,0%,12,1%,0%,1%,-3%,7%,6%
CCS(=O)(=O)Nc1cccc(-c2nc3cccnc3s2)c1,9%,1%,?,?,10,4%,58%,0%,19µM*,3%,·
CC1(C)CC(=O)C(C=NC(CCC(N)=O)C(=O)O)=C(O)C1 (stereo not drawn),4%,-5%,-4%,-8%,-8,2%,-17%,-12%,4%,-11%,7%
CCCCC(=O)Nc1cc(C)c2c(=O)oc3ccccc3c2n1,9%,-1%,-2%,0%,-18,-5%,-29%,4%,-18%,-9%,42%[activator]
CC(=O)Nc1ccc(C(=O)OCC(=O)Nc2ccccc2Sc2ccccc2)cc1,-10%,0%,0%,-1%,-11,5%,15%,20%,-1%,-2%,37%[activator]
Cc1c(N=C2SCC(=O)N2/N=C\c2ccc(Br)cc2)c(=O)n(-c2ccccc2)n1C,-9%,-1%,-3%,-2%,17,2%,-8%,37%,-6%,-5%,16%
O=C(O)CCCn1cc(NC(=O)c2c(F)cccc2F)cn1,12%,1%,-2%,-3%,21,1%,0%,-26%,0%,-1%,6%

# An excerpt; rates above refer to the full screens.
